High-throughput results as filed in PubChem BioAssay.
H69AR inhibit – proliferation blockers of H69AR lung cancer cells, primary screen, cell-based, human, 86K library; H69AR lung tumor viability, ATP luminescence, 72 h; active compounds read low; viability, % at 10 µM; hit rate 6% among 85,000; AID 598, 2007;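 active means viability at or below 40%; inactive means viability above 40%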;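 further: multidrug resistant small cell line overexpressing MRP-1 efflux transporter; 100% = mean luminescence of untreated control wells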
HUVEC prolif 384 – inhibitors of HUVEC proliferation, primary screen, cell-based, 384-well | AID 648, 2007 | viability, % at 10 µM (by protocol) | hit rate 1.1% among 86,000 | CellTiter-Glo luminescence, 72 h; active compounds read low;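 active means viability at or below 30%; inactive means viability above 30%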;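 further: 100% = median luminescence of DMSO-only cell control wells on each plate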
sEH activator – soluble epoxide hydrolase activators, primary screen, biochemical, human sEH. Bifunctional epoxide hydrolase 2 (Homo sapiens), P34913. purified human sEH enzymatic activity, activator screen. activation, % at 2 µM. hit rate 0.04% among 91,000. AID 717, 2007; in the data active means activation above about 37%; further: values of inactives mirror those of a sister screen read the other way
Smad3 FoxH1 inh – Smad3/FoxH1 peptide binding inhibitors, primary screen, biochemical, TR-FRET. Mothers against decapentaplegic homolog 3 (Homo sapiens), P84022. TR-FRET Smad3/Dy647-FoxH1 peptide binding, europium anti-His. inhibition, % at 25 µM. hit rate 0.29% among 88,000;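 active means compounds that reduce the energy-transfer binding signal between the protein and its labelled peptide by more than half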;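 further: 0% = Smad3 plus labelled peptide maximal FRET and 100% = peptide-only background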
Target sequence (P84022 whole entry, looked up): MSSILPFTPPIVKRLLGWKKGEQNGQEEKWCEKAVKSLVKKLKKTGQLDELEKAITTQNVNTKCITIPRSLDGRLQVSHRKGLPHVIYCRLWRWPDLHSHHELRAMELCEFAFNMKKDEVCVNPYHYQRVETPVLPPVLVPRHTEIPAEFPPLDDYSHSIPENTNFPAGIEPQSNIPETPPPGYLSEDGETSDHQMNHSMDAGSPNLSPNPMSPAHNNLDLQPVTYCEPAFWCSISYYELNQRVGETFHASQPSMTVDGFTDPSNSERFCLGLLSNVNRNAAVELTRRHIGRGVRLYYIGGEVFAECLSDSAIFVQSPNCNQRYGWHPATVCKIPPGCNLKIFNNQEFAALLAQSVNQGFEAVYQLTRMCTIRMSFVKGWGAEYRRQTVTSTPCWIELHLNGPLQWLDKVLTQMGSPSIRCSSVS
ERa SRC1 pot – enhancers of ERα–SRC-1 coactivator binding, primary screen, biochemical, TR-FRET, ERα LBD, low estradiol. coactivator binding (% of control), % at 25.6 µM. hit rate 1.3% among 86,000. TR-FRET ERalpha-LBD/SRC-Cy5 coactivator binding, 2 h; 100 = basal binding, no effect. Estrogen receptor (Homo sapiens), P03372; in the data active means activity above about 200%;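 further: binding measured in presence of low estradiol as agonist stimulus; 0% = peptide alone without receptor and 100% = receptor with peptide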
Target sequence (P03372 whole entry, looked up, the tested form may be a part): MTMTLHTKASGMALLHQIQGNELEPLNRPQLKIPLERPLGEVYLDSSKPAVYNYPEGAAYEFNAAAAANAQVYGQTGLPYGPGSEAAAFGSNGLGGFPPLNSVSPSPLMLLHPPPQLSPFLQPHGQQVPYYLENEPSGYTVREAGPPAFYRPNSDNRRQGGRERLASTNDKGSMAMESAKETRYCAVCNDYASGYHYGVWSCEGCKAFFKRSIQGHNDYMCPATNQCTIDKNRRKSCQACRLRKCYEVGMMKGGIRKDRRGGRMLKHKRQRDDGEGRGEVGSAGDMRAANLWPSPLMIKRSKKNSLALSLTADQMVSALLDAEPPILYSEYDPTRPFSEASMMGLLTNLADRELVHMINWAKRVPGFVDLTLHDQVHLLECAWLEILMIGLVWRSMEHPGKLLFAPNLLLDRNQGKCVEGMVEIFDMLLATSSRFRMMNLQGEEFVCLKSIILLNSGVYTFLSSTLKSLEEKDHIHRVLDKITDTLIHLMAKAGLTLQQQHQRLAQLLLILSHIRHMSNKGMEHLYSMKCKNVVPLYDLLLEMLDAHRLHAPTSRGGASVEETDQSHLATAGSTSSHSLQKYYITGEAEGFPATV
ERb coact inh – inhibitors of ERβ-SRC1 coactivator interaction, primary screen, biochemical, TR-FRET, ERβ LBD, SRC-1 peptide. Estrogen receptor beta (Homo sapiens), Q92731. TR-FRET ER-beta LBD / SRC1-Cy5 peptide binding; receptor agonist-loaded with 1 µM estradiol. inhibition, % at 25.6 µM. hit rate 1.3% among 86,000. AID 633, 2007;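 active means compounds whose percent inhibition of the receptor-coactivator binding signal exceeds about 50% in the single-dose screen, limit read from the data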;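 further: 0% = receptor plus peptide wells without compound and 100% = peptide-only wells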
ERa SRC1 inh – ERα–SRC-1 coactivator interaction inhibitors, primary screen, biochemical, TR-FRET, ERα LBD, estradiol-bound. TR-FRET ER-alpha LBD / SRC-1 peptide. inhibition, % at 25.6 µM. hit rate 1.7% among 86,000; in the data active means inhibition above about 50%;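 further: 0% = receptor plus peptide control and 100% = peptide only without receptor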
Candida biofilm – clotrimazole potentiators killing Candida biofilms, primary screen, with clotrimazole, Alamar Blue; C. albicans biofilm + clotrimazole; hit rate 0.14% among 85,000; AID 834, 2007; inhibition, % at 6 µM;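 active means inhibition above 20%; inactive means inhibition below 20%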;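 further: preformed 24 hr biofilms exposed to compound for 48 hr; 0% = biofilm without compound and 100% = blank killed by clotrimazole plus chlorhexidine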
Lung fibro prol – antiproliferative effect on LL 47 fibroblasts – human, LL 47 cells, CellTiter-Glo luminescence, primary screen; hit rate 1.1% among 85,000; viability, % at 10 µM; LL 47 human lung fibroblast viability, ATP luminescence; active compounds read low;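 active means viability at or below 50% in the single dose screen; inactive means viability above 50%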;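 further: compound exposure lasted 72 h before the ATP readout; 100% = median luminescence of untreated cell-only wells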
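Test system: LL 47 human lung fibroblasts; Quantity: 1,150 cells/well; Buffer or medium: IMEM plus 15% FBS; Dosing: tenfold compound dosing solution, DMSO at 0.1%; Timing: overnight cell rest, 72 h compound treatment at 37 °C; Detection: ATP-based CellTiter-Glo luminescent readout; Read-out basis: viability percentage against median untreated-cell control; Controls: cell-only wells, no compound.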
Numbers without * were called inactive; / = not tested or not shown; [ ] = dose if it differs, or a comment. This is a subset, so the mix of outcomes need not match the whole.

1. COCC(C)NC(=O)C1CC(c2cccc(Br)c2)=NO1 (stereo not drawn)
2. C=CCOc1ccc(Br)cc1/C=N/O
3. N#Cc1cccc(-c2nnc(SCc3ccccc3C#N)o2)c1
4. CCc1c(C(=O)NC2CCCC2)csc1C
5. COc1ccc2sc(N3C(=O)C4CC=C(C)CC4C3=O)nc2c1 (stereo not drawn)

Screen / compound no.	1	2	3	4	5
Candida biofilm	7	1	5	2	-3
Lung fibro prol	95	94	100	95	101
sEH activator	3	-4	/	18	7
ERa SRC1 inh	1	-1[fluorescence artefact?]	0	-6	3[fluorescence artefact?]
HUVEC prolif 384	106	80	84	98	99
Smad3 FoxH1 inh	0[fluorescence artefact?]	-11	4	2	8
H69AR inhibit	101	84	91	97	87
ERb coact inh	2[fluorescence artefact?]	22[fluorescence artefact?]	14	-7	-4
ERa SRC1 pot	112	111	95	96	96[fluorescence artefact?]

6. CC(OC(=O)c1cccs1)C(=O)NCc1ccco1 (stereo not drawn)
7. Cc1cccc(C)c1OCC(O)CNS(=O)(=O)c1ccccc1C(=O)N1CCOCC1 (stereo not drawn)
8. O=C1CCC(=O)N1c1nc2nc(-c3ccccc3)cc(=O)n2[nH]1
9. Cc1ccc(N2CCN(c3ccc(C)cc3)C2c2ccccn2)cc1
10. COC(=O)CN1C2(C#N)CCCCC2CC2CCCCC21C#N (stereo not drawn)

Screen / compound no.	6	7	8	9	10
Candida biofilm	9	1	4	9	2
Lung fibro prol	99	98	100	97	107
sEH activator	-9	-1	3	/	-19
ERa SRC1 inh	0	-6	-5	-7	4
HUVEC prolif 384	86	97	94	77	100
Smad3 FoxH1 inh	-2	1	-7	12	-8
H69AR inhibit	93	91	107	/	102
ERb coact inh	7	-4	-3	-3	0[fluorescence artefact?]
ERa SRC1 pot	113	125	101	113	119[fluorescence artefact?]

11. O=C(Nc1nc(COc2ccccc2)cs1)C1CCC1
12. Cc1cc(C)c2c(=O)c3c(oc2c1)C(=O)N(CCO)C3c1cccc(O)c1 (stereo not drawn)
13. CN1CCN(C(=O)c2ccc(S(=O)(=O)c3ccc(Br)cc3)cc2)CC1
14. Cc1cc(C(=O)Nc2c(C)n(C)n(-c3ccccc3)c2=O)on1
15. Cn1c(CC(=O)Nc2ccc(Cl)c(Cl)c2)nnc1SCC(=O)N1CCN(c2ccccc2)CC1

Screen / compound no.	11	12	13	14	15
Candida biofilm	10	-2	-1	9	7
Lung fibro prol	96	108	97	92	94
sEH activator	-2	-16	/	-3	0
ERa SRC1 inh	-14	10	7[fluorescence artefact?]	-5	72*[fluorescence artefact?]
HUVEC prolif 384	94	112	91	98	71
Smad3 FoxH1 inh	1	-1	-6	0	-3
H69AR inhibit	97	94	85	86	72
ERb coact inh	-19	17	-4[fluorescence artefact?]	-4	39[fluorescence artefact?]
ERa SRC1 pot	104	107	117	99	70[fluorescence artefact?]

16. COc1ccc(NS(=O)(=O)c2ccc(Oc3ncccn3)cc2)cc1
17. Cc1ccc(-c2nc(CS(=O)(=O)CC(=O)N3CC(C)CC(C)C3)c(C)o2)cc1 (stereo not drawn)
18. CC(=O)N1CCCc2cc(S(=O)(=O)N3CCc4ccccc4C3)ccc21
19. CS(=O)(=O)N1CCN(c2ccccc2F)CC1
20. O=C(c1c[nH]c2ccccc12)C(O)C(c1ccccc1)N1CCOCC1 (stereo not drawn)

Screen / compound no.	16	17	18	19	20
Candida biofilm	7	14	0	8	7
Lung fibro prol	94	95	109	106	101
sEH activator	9	/	/	13	-5
ERa SRC1 inh	-4	7	5	-4	-2
HUVEC prolif 384	98	101	99	111	104
Smad3 FoxH1 inh	4	6	-1	6	10
H69AR inhibit	104	98	88	90	94
ERb coact inh	-10	-11[fluorescence artefact?]	9	-11[fluorescence artefact?]	-10
ERa SRC1 pot	112	94[fluorescence artefact?]	83[fluorescence artefact?]	129	111

21. CCOC(=O)c1[nH]c(C)c(C(=O)NC(C)(C)C)c1C
22. CC(C)NC(=O)c1cc(-c2cccs2)on1
23. CCOc1ccc2[nH]c(=O)c(CN(CCO)C(c3nnnn3C3CCCCC3)C(C)C)cc2c1 (stereo not drawn)
24. N#Cc1ccc2ccn(CC(=O)NCc3ccccc3)c2c1
25. CC1=C(C(=O)Nc2ccccc2)C(c2ccco2)C(C#N)=C(SCC(N)=O)N1 (stereo not drawn)

Screen / compound no.	21	22	23	24	25
Candida biofilm	-4	3	7	2	6
Lung fibro prol	110	106	96	92	88
sEH activator	5	-13	/	-9	18
ERa SRC1 inh	-3[fluorescence artefact?]	9	5	-5	-3
HUVEC prolif 384	110	104	93	75	78
Smad3 FoxH1 inh	-7	-7	-1	1	20
H69AR inhibit	87	103	102	36*	91
ERb coact inh	-1[fluorescence artefact?]	25	-7	-3	-3
ERa SRC1 pot	112	79	132	84[fluorescence artefact?]	104

26. Cc1nc2c(C)cccn2c1/C(O)=C1\C(=O)C(=O)N(CCN2CCOCC2)C1c1ccncc1 (stereo not drawn)
27. CCOC(=O)N1CCc2c(sc(NC(=O)c3ccc(S(=O)(=O)N4CCCC4)cc3)c2C#N)C1
28. CC(NC(=O)c1cccnc1)C(c1cccs1)N1CCN(C)CC1 (stereo not drawn)
29. CC(C)(C)C(=O)N1CCc2cc(-c3csc(N)n3)ccc21
30. Cc1occc1C(=O)NCc1ccccc1F

Screen / compound no.	26	27	28	29	30
Candida biofilm	5	19	4	3	/
Lung fibro prol	101	38*	92	107	95
sEH activator	0	/	2	-8	9
ERa SRC1 inh	-7	34[fluorescence artefact?]	-6	-3	-3
HUVEC prolif 384	102	64	107	89	94
Smad3 FoxH1 inh	-4	-16[fluorescence artefact?]	-2	-23	-1
H69AR inhibit	95	13*	100	73	98
ERb coact inh	-9	21[fluorescence artefact?]	-3	-19	1
ERa SRC1 pot	112	245*	103	95	114

31. CCS(=O)(=O)Nc1cc(C(=O)OC)ccc1C(=O)OC
32. Cc1cc(C)c2cc(C#N)c(SCC(=O)NCC3CCCO3)nc2c1 (stereo not drawn)
33. NC(=O)CSc1nnc(Cc2csc(Nc3ccc(F)cc3)n2)n1Cc1ccccc1
34. O=C(CC1CCCCC1)NCc1ccccn1
35. Cc1cc(C(=O)Cn2nnc3ccccc3c2=O)c(C)n1Cc1cccs1

Screen / compound no.	31	32	33	34	35
Candida biofilm	1	2	0	0	5
Lung fibro prol	103	104	103	103	97
sEH activator	-7	-47	-4	2	-3
ERa SRC1 inh	-2	20[fluorescence artefact?]	-20	0[fluorescence artefact?]	-9
HUVEC prolif 384	93	67	30	105	82
Smad3 FoxH1 inh	6	39[fluorescence artefact?]	0	-8	3
H69AR inhibit	103	74	100	81	90
ERb coact inh	-27	20[fluorescence artefact?]	-9	6	9
ERa SRC1 pot	94	182[fluorescence artefact?]	93	110	113

36. Cc1cccc(-n2ccnc2SCC(=O)Nc2nccs2)c1C
37. CCCC1CC(C)(c2csc(Nc3ccc(OCC)cc3)n2)OC1=O (stereo not drawn)
38. CCOc1ccccc1C(=O)N1CCN=C1SCc1cccnc1
39. CCc1cc(=O)oc2cc(OCC(=O)N3CCCc4ccccc43)ccc12
40. O=C(NCc1ccc2c(c1)OCO2)c1ccc(COc2cc(Cl)ccc2Cl)o1

Screen / compound no.	36	37	38	39	40
Candida biofilm	8	-2	/	0	1
Lung fibro prol	77	90	94	99	105
sEH activator	1	5	8	-4	-20
ERa SRC1 inh	3	-11[fluorescence artefact?]	2	2	13
HUVEC prolif 384	97	64	94	81	81
Smad3 FoxH1 inh	1[fluorescence artefact?]	-1	7[fluorescence artefact?]	-2[fluorescence artefact?]	-6
H69AR inhibit	82	87	96	84	77
ERb coact inh	-5[fluorescence artefact?]	-3[fluorescence artefact?]	-17[fluorescence artefact?]	-15	15
ERa SRC1 pot	108[fluorescence artefact?]	75	117	109	97

41. CC(C)C(=O)Nc1sc2c(c1-c1nc3ccccc3[nH]1)CCCC2
42. Cn1c(C(=O)N2CCN(c3ccc(Cl)cc3)CC2)cc2c(=O)n(C)c3ccccc3c21
43. Cc1cc(C)nc(N2CCN(c3ncnc4c3oc3ccccc34)CC2)n1
44. COc1cccc(NC(=O)Nc2ccc3c(c2)nnn3C)c1
45. Cn1c(=N)n(CC(O)c2ccco2)c2ccccc21 (stereo not drawn)

Screen / compound no.	41	42	43	44	45
Candida biofilm	1	3	5	1	-2
Lung fibro prol	98	94	101	119	/
sEH activator	17	/	/	-9	-7
ERa SRC1 inh	-3	5	16[fluorescence artefact?]	-15	2
HUVEC prolif 384	62	92	104	108	99
Smad3 FoxH1 inh	-5	1	2	13	5
H69AR inhibit	49	75	103	92	102
ERb coact inh	-5	-3	1[fluorescence artefact?]	-14	2
ERa SRC1 pot	101[fluorescence artefact?]	93	144[fluorescence artefact?]	105	119

46. COCCCN1C(=O)C(O)=C(C(C)=O)C1c1ccccn1 (stereo not drawn)
47. CC(C)(NCc1ccccc1Cl)C(=O)O
48. CC(=O)N1CCc2cc(S(=O)(=O)CCC(=O)N3CCc4ccccc4C3)ccc21
49. N/C(=N\OC(=O)c1ccco1)c1ccccc1
50. CC1CCCCN1S(=O)(=O)c1ccc(S(=O)(=O)N(Cc2ccccc2)Cc2ccco2)cc1 (stereo not drawn)

Screen / compound no.	46	47	48	49	50
Candida biofilm	9	8	1	3	4
Lung fibro prol	107	100	94	97	94
sEH activator	-10	/	10	6	-13
ERa SRC1 inh	-7	0	-5	-12	-24
HUVEC prolif 384	99	99	95	80	99
Smad3 FoxH1 inh	-5	3	0	25[fluorescence artefact?]	3
H69AR inhibit	94	109	105	90	69
ERb coact inh	2	-5	-7[fluorescence artefact?]	-13[fluorescence artefact?]	-25
ERa SRC1 pot	106	92	104	97	94[fluorescence artefact?]
